Rv3671c inh: Rv3671c serine protease inhibitors, primary screen, biochemical, fluorescence polarization, M. tuberculosis H37Rv; P9WHR9; inhibition, % at 5.96 µM; 0.048% of 320,000 active; in the data active = inhibition above about 38%;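 note: extracellular domain of Rv3671c used as enzyme; 0% = enzyme with DMSO and 100% = no enzyme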
Target sequence (P9WHR9 whole entry, looked up, the tested form may be a part): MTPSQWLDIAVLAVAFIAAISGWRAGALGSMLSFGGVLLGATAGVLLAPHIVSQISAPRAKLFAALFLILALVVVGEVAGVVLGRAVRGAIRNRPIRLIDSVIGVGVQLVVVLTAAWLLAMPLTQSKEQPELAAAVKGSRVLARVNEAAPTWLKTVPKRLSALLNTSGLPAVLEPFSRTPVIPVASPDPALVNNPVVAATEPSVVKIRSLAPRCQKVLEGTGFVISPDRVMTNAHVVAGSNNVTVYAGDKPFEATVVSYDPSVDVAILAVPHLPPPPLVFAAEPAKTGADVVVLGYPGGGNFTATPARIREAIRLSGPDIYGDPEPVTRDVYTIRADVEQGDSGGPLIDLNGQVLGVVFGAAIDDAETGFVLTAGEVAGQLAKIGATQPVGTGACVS
MazEF act: activators of E. coli MazEF toxin-antitoxin RNase, primary screen, biochemical, fluorescence, uHTS; Endoribonuclease toxin MazF (Escherichia coli (strain K12)), P0AE70; FAM/BHQ RNA-DNA oligo cleavage fluorescence, 5 h; activation, % at 20 µM; 0.32% of 350,000 active; AID 504720, 2011; in the data active = activation above about 50%
Target sequence (P0AE70 whole entry, looked up): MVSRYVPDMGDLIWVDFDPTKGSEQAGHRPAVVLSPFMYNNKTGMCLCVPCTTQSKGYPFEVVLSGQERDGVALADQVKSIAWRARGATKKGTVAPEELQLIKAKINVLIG
Yp Topo-I inh: Yersinia pestis topoisomerase I inhibitors, primary screen, biochemical, cleavage product accumulation, plate reader, single point; DNA topoisomerase I (Yersinia pestis CO92); Y. pestis Topo-I cleavage product accumulation; activity, % at 10 µM; 0.064% of 360,000 active; AID 504884, 2011; in the data active = activity above about 50%, passing the limit was not always enough; note: inactives centre near 2
3CLpro inhibitor: SARS-CoV 3CLpro protease inhibitors, primary screen, biochemical, quenched FRET; recombinant SARS-CoV 3CLpro, quenched FRET peptide cleavage; inhibition, % at 6 µM; 0.14% of 290,000 active; in the data active = inhibition above about 12%
Vc quorum ag: inducers of Vibrio cholerae quorum light production without autoinducers, primary screen, BH1578 luxS cqsA deficient, single point; activation, % at 18.7 µM; AID 588436, 2011; V. cholerae BH1578 lux reporter, luminescence, 6 h; 0.16% of 350,000 active; in the data active = activation mostly above about 9.7%, no sharp cut-off; note: not every result past the cut was called active; inactives centre near 0; reference of the scale not given here
DUSP3 inh: VHR1 phosphatase inhibitors, primary screen, biochemical, absorbance, uHTS | inhibition, % at 13.3 µM | recombinant VHR phosphatase, pNPP absorbance | 0.52% of 290,000 active; in the data active = inhibition above about 50%; note: some compounds called inactive have numbers as strong as hits
Target sequence (P51452 whole entry, looked up): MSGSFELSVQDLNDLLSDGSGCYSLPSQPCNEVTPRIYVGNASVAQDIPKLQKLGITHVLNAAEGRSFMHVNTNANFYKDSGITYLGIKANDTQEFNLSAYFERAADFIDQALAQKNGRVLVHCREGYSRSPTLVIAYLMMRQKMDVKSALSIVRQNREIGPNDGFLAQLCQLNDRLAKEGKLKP
PrPC surface inh: inhibitors of human cell surface prion protein PrPC, primary screen, cell-based, TR-FRET | TR-FRET read-out | inhibition, % at 13.8 µM | 0.43% of 370,000 active; in the data active = inhibition above about 24%; note: 0% = median of the test wells and 100% = reference compound wells
CCHF vOTU inh: CCHFV vOTU protease inhibitors, primary screen, biochemical, Pep-AMC substrate, fluorescence. AID 651958, 2012. Crimean-Congo hemorrhagic fever virus L polyprotein viral ovarian tumor (vOTU) protease …. 0.55% of 370,000 active. inhibition, % at 11.5 µM; in the data active = inhibition above about 30%; note: 0% = vehicle wells with enzyme and 100% = no enzyme wells
SSB-PriA inh: inhibitors of Klebsiella pneumoniae PriA binding to SSB C-terminal tail, primary screen, biochemical, AlphaScreen; PriA–SSB C-terminal tail interaction (Klebsiella pneumoniae); inhibition, % at 33 µM; AlphaScreen SSBct-PriA binding, biotinylated peptide; 0.6% of 430,000 active; in the data active = inhibition mostly above about 37%, no sharp cut-off; inactive = mostly below about 20%;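 note: plate controls were negative control peptide for no effect and reference peptide for full effect; strong numbers were not always called active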
TcdB inh: TcdB glycohydrolase inhibitors, primary screen, biochemical, single point, plate reader; AID 652162, 2013; TcdB glycohydrolase enzymatic assay; Toxin B (Clostridioides difficile), P18177; inhibition, % at 9.99 µM; 0.24% of 350,000 active; in the data active = inhibition above about 10%
* hit, by the source's call; i = inactive; / = no result given. Not all compounds are listed. The share of hits here may be higher or lower than overall.

SMILES | Rv3671c inh | MazEF act | Yp Topo-I inh | 3CLpro inhibitor | Vc quorum ag | DUSP3 inh | PrPC surface inh | CCHF vOTU inh | SSB-PriA inh | TcdB inh
O=C(CSc1ccc(Cl)cc1)N1CCN(c2ccc([N+](=O)[O-])cc2Cl)CC1 | 0 | -1 | -10 | -1 | 0.7 | 11 | -7 | 6 | 16 | /
O=c1c2ccccc2oc2c1oc1ccccc12 | / | -1 | -2 | / | i | / | 12 | 18 | -13 | -0.5
Cc1cccc(Oc2nc3c(c(=O)n(C)c(=O)n3C)n2C)c1 | -4 | 1 | -2 | 5 | i | 26 | -1 | -15 | -6 | 1.1
CCCOC(c1ccccc1)(c1ccc(C(F)(F)F)cc1)C(Oc1nc(C)cc(C)n1)C(=O)O (stereo not given) | 1 | 4 | 5 | 7 | i | -9 | 4 | 10 | 3 | 5.2
CC(C)CN1C(=O)C(=O)N(CC(=O)NC2CCCc3ccccc32)C1=O (stereo not given) | -6 | 8 | 2 | 0 | -0.2 | 39 | 8 | 11 | -9 | -0.5
O=C(COc1ccccc1)Nc1ccc(S(=O)(=O)N2CCCCCC2)cc1 | -10 | 1 | 20 | -4 | -0.8 | 20 | 7 | 22 | -16 | 1.2
CCc1cn(C2CC(O)C(CO)O2)c(=O)[nH]c1=O (stereo not given) | 5 | 1 | 3 | / | 1.8 | / | 9 | 2 | 2 | 1.2
CNC(=O)NCCN1CCCC1=O | 3 | 2 | 4 | -6 | i | 19 | 4 | -13 | -8 | /
COc1cc(C)nc(OCCNC(=O)COc2ccc(Cl)cc2C)n1 | 2 | -5 | 9 | -2 | -1.3 | 8 | 1 | -8 | -18 | /
C=C(C)CSc1nnc(-c2cc(OC)c(OC)c(OC)c2)n1N | -3 | 12 | 2 | 3 | -2.0 | 15 | -2 | -3 | -15 | /
Clc1ccc(CN2CCSCC2)c(Cl)c1 | -11 | 3 | 0 | -2 | -0.5 | 2 | 2 | -3 | -24 | -0.7
Cc1cccc(C)c1NC(=O)CNCC(=O)N(C)C | 2 | 7 | 4 | -4 | -0.2 | 9 | 0 | -5 | 4 | 1.4
O=C(Nc1cccc(C(=O)N2CCOCC2)c1)NC1CCCCC1 | -1 | 9 | -3 | 0 | i | 10 | -1 | 12 | 20 | /
CC(C)c1cc(C(=O)N/N=C/c2cccnc2)cs1 | -11 | 2 | 0 | 8 | -0.3 | -3 | -4 | -3 | / | /
N#CC1CN(Cc2ccccc2)CN(Cc2ccccc2)C1 | 5 | -2 | 16 | -2 | i | 40 | 1 | -8 | -28 | 0.1
C=CCOC(=O)CCP(=O)(CCC(=O)OCC=C)c1ccccc1 | 3 | 9 | -11 | 1 | i | -1 | 2 | 9 | -5 | /
COc1ccc(Cn2ccnc2SCC(=O)Nc2nnc(C)s2)cc1 | 6 | -2 | -6 | -2 | i | 41 | -4 | -1 | 7 | 1.3
COc1ccccc1NS(=O)(=O)c1ccc(OC)c([N+](=O)[O-])c1 | 3 | 1 | 7 | 2 | 0.6 | 24 | -9 | -9 | -3 | 0.0
CCCCn1c2c(c3ccccc31)CCc1nonc1-2 | 0 | -5 | 15 | 2 | / | -18 | -11 | 8 | -28 | 2.1
C=CCn1cc(C(=O)N2CCN(C)CC2)c(=O)c2cc(S(=O)(=O)N3CCCC3)ccc21 | 3 | -6 | -3 | -3 | -0.2 | 8 | -5 | 15 | 4 | -0.4
COC(=O)c1ccc(N2OC3(C)C=CC2CC3)cc1 (stereo not given) | -1 | 0 | 7 | 0 | i | 18 | 0 | 1 | 0 | 1.1
Cc1noc(C)c1COc1ccc(C(=O)OCC(=O)NCCN2C(=O)CSC2=O)cc1 | -6 | 4 | 4 | -1 | -0.1 | 26 | 0 | -10 | 16 | 1.1
COc1cc(SC)ccc1C(=O)N1CC(C)OC(C)C1 (stereo not given) | -2 | -2 | 8 | -2 | i | 3 | -4 | -19 | -12 | -1.8
O=[N+]([O-])c1ccc(O)c2ncccc12 | -2 | -1 | 6 | 4 | -1.0 | -3 | -36 | 47* | 133* | -0.1
CCOC(=O)c1oc2ccccc2c1CSc1nnnn1-c1ccc(C)cc1 | -2 | -1 | 8 | 0 | i | 9 | 4 | -7 | -21 | /

(listing goes on)
SMILES | Rv3671c inh | MazEF act | Yp Topo-I inh | 3CLpro inhibitor | Vc quorum ag | DUSP3 inh | PrPC surface inh | CCHF vOTU inh | SSB-PriA inh | TcdB inh
CN(C(=S)NC(=O)C1CC1)c1ccc(O)cc1 | -4 | -4 | 10 | / | i | / | -8 | 8 | -9 | -0.4
O=[N+]([O-])c1ccc(-c2nc(Cl)c3c(n2)CCCC3)o1 | / | 5 | -3 | / | 30* | / | -43 | 18 | / | 2.3
Nc1ccc(NC(=O)c2cccc(C(=O)Nc3ccc(N)cc3Cl)c2)c(Cl)c1 | -1 | -2 | 0 | -4 | i | / | 8 | 0 | -3 | -0.4
N#Cc1cc(N)ccc1-n1cccc1 | -8 | 8 | -1 | -1 | -0.6 | 23 | 1 | -5 | 3 | -0.2
COc1ccc(CNCCc2ccc([N+](=O)[O-])cc2)c(OC)c1OC | 1 | -27 | -4 | 2 | -0.3 | 26 | -8 | -10 | 4 | -0.4
COc1ccc(-c2nc(Cc3ccc(Cl)cc3)no2)cc1OC | -1 | -11 | 21 | 1 | i | 27 | 3 | -2 | -12 | /
O=C1N(c2ccccc2C(F)(F)F)OC1(Cc1ccccc1)c1ccccc1 (stereo not given) | -2 | -2 | 21 | / | -2.7 | / | 2 | 21 | -25 | -2.2
COc1ccc(OC)c(NC(=O)c2cn(C)c(=O)c3cc(OC)c(OC)cc23)c1 | 0 | -1 | -8 | -6 | -0.4 | -13 | -1 | -4 | -11 | /
O=C(O)c1ccccc1-c1nc2cc(Cl)ccc2c(=O)n1O | -13 | 27 | -14 | 3 | -0.3 | 17 | -6 | 21 | -19 | 0.9
c1ccc(CNc2ncnc3c2ncn3C2CCCCO2)cc1 (stereo not given) | -3 | -4 | -8 | -5 | i | 15 | -5 | 7 | 2 | /
O=C1c2ccccc2C(=O)N1CN(C(=O)COc1ccccc1)c1ccccc1 | -6 | -6 | 1 | -1 | 2.2 | 28 | 0 | -8 | -8 | /
CC1CCN(S(=O)(=O)c2ccc(NC(=O)[C@@H]3CCCN3C(=O)c3cccs3)cc2)CC1 | 2 | 9 | 20 | / | -1.8 | / | -11 | -1 | -11 | -0.1
O=C(C1CC1)N1CCC(c2nc(-c3ccc(S(=O)(=O)N4CCCC4)cc3)no2)CC1 | -6 | 4 | 0 | -9 | -5.0 | 12 | 6 | -14 | -9 | 0.5
CCC(CC)NC(=O)c1ccc2nc[nH]c2c1 | -1 | 5 | -2 | 4 | i | 20 | 11 | 3 | -6 | /
CS(=O)(=O)N(CC(=O)N1CCCCCC1)c1cccc([N+](=O)[O-])c1 | 6 | 13 | 2 | -1 | 0.0 | -18 | 0 | 2 | 3 | -6.3
COc1ccc(CN2CCC(Oc3cc(C(=O)NC4CC4)ccc3OC)CC2)c(O)c1 | -1 | 8 | 8 | -4 | i | 48 | -9 | -3 | 6 | 1.4
O=C(O)c1ccccc1NC(=O)c1ccccc1Nc1ccccc1 | -9 | 8 | 2 | 6 | i | -4 | 1 | 29 | -7 | 0.7
O=C(CSc1nnc(-c2ccccc2O)o1)Oc1ccc(Br)cc1 | 4 | -5 | 3 | 2 | -0.4 | 0 | -4 | -10 | -1 | /
COc1ccc(OC)c(NC(=O)COC(=O)c2ccc(-n3cnnn3)cc2)c1 | 3 | 14 | -2 | -6 | -0.2 | 16 | -6 | -1 | -6 | /
CCCC(=O)N1CCN(Cc2nc3cc([N+](=O)[O-])ccc3n2C)CC1 | 2 | 0 | 8 | 4 | 0.8 | 12 | -14 | 0 | 9 | 0.2
CCCCn1c(N)c(N(CCOC)C(=O)COC(=O)CNC(=O)c2ccc(Cl)c(Cl)c2)c(=O)[nH]c1=O | / | -1 | -11 | / | i | / | 9 | 5 | -5 | 1.3
O=Cc1[nH]c2ccccc2c1N(C(=O)CCl)c1ccccc1 | / | 16 | 2 | 0 | 0.6 | 8 | -7 | 6 | -12 | 5.7
CC(=O)NN1C(=O)c2ccc(Oc3ccc([N+](=O)[O-])cc3)cc2C1=O | 3 | -2 | 6 | 4 | -1.1 | 34 | -2 | -4 | -18 | /
NS(=O)(=O)c1ccc(NC(=O)c2cccc(Cl)c2)cc1 | -1 | 8 | -4 | -3 | i | 23 | 5 | 7 | 2 | -1.4
COc1ccccc1N1CCN(Cc2ccc(Br)o2)CC1 | 0 | 3 | 1 | 2 | i | -13 | 4 | -8 | 6 | /

Reformatted field by field: 4 of the compounds above
> COc1ccccc1NS(=O)(=O)c1ccc(OC)c([N+](=O)[O-])c1
  Rv3671c inh: 3; MazEF act: 1; Yp Topo-I inh: 7; 3CLpro inhibitor: 2; Vc quorum ag: 0.6; DUSP3 inh: 24; PrPC surface inh: -9; CCHF vOTU inh: -9; SSB-PriA inh: -3; TcdB inh: 0.0

> O=[N+]([O-])c1ccc(O)c2ncccc12
  Rv3671c inh: -2; MazEF act: -1; Yp Topo-I inh: 6; 3CLpro inhibitor: 4; Vc quorum ag: -1.0; DUSP3 inh: -3; PrPC surface inh: -36; CCHF vOTU inh: 47*; SSB-PriA inh: 133*; TcdB inh: -0.1

> CCCCn1c(N)c(N(CCOC)C(=O)COC(=O)CNC(=O)c2ccc(Cl)c(Cl)c2)c(=O)[nH]c1=O
  Rv3671c inh: /; MazEF act: -1; Yp Topo-I inh: -11; 3CLpro inhibitor: /; Vc quorum ag: i; DUSP3 inh: /; PrPC surface inh: 9; CCHF vOTU inh: 5; SSB-PriA inh: -5; TcdB inh: 1.3

> COc1ccccc1N1CCN(Cc2ccc(Br)o2)CC1
  Rv3671c inh: 0; MazEF act: 3; Yp Topo-I inh: 1; 3CLpro inhibitor: 2; Vc quorum ag: i; DUSP3 inh: -13; PrPC surface inh: 4; CCHF vOTU inh: -8; SSB-PriA inh: 6; TcdB inh: /

Later entries.
SMILES | Rv3671c inh | MazEF act | Yp Topo-I inh | 3CLpro inhibitor | Vc quorum ag | DUSP3 inh | PrPC surface inh | CCHF vOTU inh | SSB-PriA inh | TcdB inh
C=CC[C@H](CC(=O)N(CCO)Cc1ccccc1)C(=O)N[C@@H](COC(=O)[C@@H](CC=C)Cc1ccc(F)cc1)Cc1c[nH]c2ccccc12 | 1 | -3 | 8 | / | i | / | -3 | 15 | -11 | 0.4
O=C(O)C1CC=CCC1C(=O)Nc1ccc(N2CCN(Cc3ccccc3)CC2)cc1 (stereo not given) | 8 | 6 | -1 | -12 | -0.3 | 12 | -4 | 9 | 13 | /
CC(NC(=O)c1ccc(N(C)C)cc1)c1ccc(F)cc1 (stereo not given) | 0 | 4 | -3 | 1 | 2.1 | 22 | -4 | -6 | -8 | 0.3
Cn1ccnc1Sc1nc2ccccc2nc1NS(=O)(=O)c1ccccc1 | 0 | -1 | -4 | -1 | -1.1 | 14 | 8 | -5 | -18 | 1.1
Cc1cccc(N2C(=O)CC(N3CCN(C(=O)c4ccccc4)CC3)C2=O)c1 (stereo not given) | 10 | 6 | -9 | -4 | i | -13 | -4 | -3 | -12 | /
C[C@@H]1CCC(=O)N(C[C@@H](C)CSc2ccccc2)CC1 | 2 | -1 | 5 | 0 | -0.4 | -7 | 14 | 24 | -8 | -12
C=CCOc1ccc(C(=O)Nc2ccccc2C(=O)NCc2cccnc2)cc1 | -13 | 6 | -1 | -7 | 0.6 | -19 | 19 | 26 | -13 | -12
COC(=O)N/N=C(\CCC(=O)O)c1cccs1 | 1 | 3 | 0 | 0 | 0.1 | 17 | -2 | -13 | / | 0.8
